Giardia kill: Small Molecules that selectively kill Giardia lamblia: qHTS; activity change, % at 7.66 µM, hits read low; actives 0.15% (n = 340,000); Giardia lamblia trophozoite viability; in the data active = activity change below about -80%; inconclusive = between about -30% and that limit;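 note: parasites exposed to compound for two days anaerobically before the ATP read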
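Giardia lamblia trophozoites (100 cells/well) were incubated with compounds for 48 h at 37 deg C under anaerobic conditions. Viability was read as ATP content by one-step luminescence after 15-30 min at room temperature.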
* = called active by the depositor; i = inactive; ? = inconclusive; & = joins results of further samples; [ ] = dose if it differs, or a comment. % is set by controls: 0 for no effect and ±100 for the full control effect. Only part of the results is shown; the hit share may differ from the screen's.

N#Cc1nc(N(c2ccccc2)c2ccccc2)nc(-n2cccc2)n1
  Giardia kill: -21

CCCCNc1ncnc2oc(-c3ccco3)c(-c3ccco3)c12
  Giardia kill: -11

O=[N+]([O-])c1ccc(S(=O)(=O)N2CCN(c3nc(-c4cccs4)nc4ccccc34)CC2)cc1
  Giardia kill: -4

Cc1ccc2ncnc(NCc3ccco3)c2c1
  Giardia kill: 0

CS(=O)(=O)c1ncc(Cl)c(C(=O)N2CCN(c3cccc(Cl)c3)CC2)n1
  Giardia kill: ?

Cc1ccc(O/C=C2/Nn3c(nnc3-c3cc(-c4ccccc4)n[nH]3)S2)cc1
  Giardia kill: 15

CC(C)(C)OC(=O)N1CCN(c2nc(-c3cccs3)nc3ccccc23)CC1
  Giardia kill: -29

CCOC(=O)c1c(C)oc2c1c(/C=N/c1ccccn1)c(O)c1ccccc12
  Giardia kill: -7

Cc1ccc2nc(-c3cccc(-c4nc5ccc(C)cc5o4)n3)oc2c1
  Giardia kill: 8

CC(C)c1ccc(/C=C/C(=O)Nn2cnnc2)cc1
  Giardia kill: 15

Cc1ccc(S(=O)(=O)N2CCN(c3nc(-c4ccc(F)cc4)nc4cc(Cl)ccc34)CC2)cc1
  Giardia kill: -2

N#CN=c1snc(-c2ccccc2)n1-c1ccc(Cl)cc1
  Giardia kill: 16

CCc1ccc(NC(=O)Cn2c(SCc3ccc(C)cc3)nc3ccncc32)cc1
  Giardia kill: -5

O=C(Nc1c(Cl)cc([N+](=O)[O-])cc1Cl)c1cc(Cl)ccc1O
  Giardia kill: -16

Nc1[nH]c(=O)nc2c1ncn2C1OC(CO)C(O)C1O (centres undefined)
  Giardia kill: -12

CCc1ccc(OCCn2c(CCNC(=O)C3CCCCC3)nc3ccccc32)cc1
  Giardia kill: 8

CC1(C)OC(=O)C2(Cc3c(F)cccc3N3CCCC32)C(=O)O1 (centres undefined)
  Giardia kill: 20

CCCN1CNc2c(c(=O)[nH]c(=S)n2CCc2ccc(OCC)c(OCC)c2)C1
  Giardia kill: -3

COc1cccc(S(=O)(=O)N2CCN(c3nc(-c4cccs4)nc4ccccc34)CC2)c1
  Giardia kill: -13

CCOC(=O)CSc1nc2cc(OC)c(OC)cc2cc1C#N
  Giardia kill: 17

CC(=O)NC1=CC(=O)c2nonc2C1=O
  Giardia kill: 3

Cc1ccc(Nc2nc(NCc3ccco3)nc3nccnc23)cc1Cl
  Giardia kill: 0

CN(CCO)c1nc(-c2cccs2)nc2ccccc12
  Giardia kill: -1

COCc1nnc(NC(=O)C2CCN(C(=O)c3ccccc3)CC2)s1
  Giardia kill: 12

CCSc1nnc(NC(=O)C2CCN(C(=O)c3ccco3)CC2)s1
  Giardia kill: 8

COc1ccc(C2Nc3ccc(NC(=O)CO)cc3C(=O)N2Cc2cccc(Cl)c2)cc1COc1ccc(NC(C)=O)cc1 (centres undefined)
  Giardia kill: 6

CC1CC(C)CN(c2oc(-c3ccc(OCc4ccc(Cl)cc4)cc3)nc2C#N)C1 (centres undefined)
  Giardia kill: 25

Cc1ccccc1OC(C)C(=O)NCCNC(=O)C(C)Oc1ccccc1C (centres undefined)
  Giardia kill: 4

CCOC(=O)c1ccc(S(=O)(=O)N2CCN(c3nc(-c4ccccc4)nc4ccccc34)CC2)cc1
  Giardia kill: 14

O=S(=O)(c1cccc(C(F)(F)F)c1)N1CCN(c2nc(-c3cccs3)nc3cc(Cl)ccc23)CC1
  Giardia kill: 2

CCC1(C)NC(c2ccc3c(c2)OCO3)=CC(c2ccccc2O)N1 (centres undefined)
  Giardia kill: -29

N#Cc1nc(-c2ccc(OCc3ccccc3Cl)cc2)oc1N1CCC(C(N)=O)CC1
  Giardia kill: -7

CCc1ccc2[nH]c(=O)c(CN(Cc3ccco3)Cc3nnnn3Cc3ccco3)cc2c1
  Giardia kill: -28

CCOc1ccc(NC(=O)CSc2nnc3c(n2)[nH]c2ccc(S(=O)(=O)N(C)C)cc23)cc1
  Giardia kill: 4

COc1ccccc1C1NC(c2ccc3c(c2)OCO3)=CC(c2cc(Br)ccc2O)N1 (centres undefined)
  Giardia kill: 6

O=c1[nH]c(=S)c2[nH]cnc2[nH]1
  Giardia kill: -1

CCCCCCCCCOC(=O)CNc1nc(C#N)nc(NCC(=O)OCCCCCCCCC)n1
  Giardia kill: -1

CCn1nc(-c2ccccc2C)nc2c(=O)n(C)c(=O)nc1-2
  Giardia kill: -93*

CCCCNC(=O)Cn1c(SCc2cccc(F)c2)nc2ccncc21
  Giardia kill: -11

Cc1ccc(S(=O)(=O)N2CCN(c3nc(-c4cnccn4)nc4ccccc34)CC2)cc1
  Giardia kill: -10

CCOc1ccccc1C1NC(c2ccc3c(c2)OCO3)=CC(c2ccccc2O)N1 (centres undefined)
  Giardia kill: 8

CCc1ccc2[nH]c(=O)c(CN(Cc3cccnc3)Cc3nnnn3Cc3ccccc3)cc2c1
  Giardia kill: 12

COc1ccc(CN(Cc2ccccc2)C(=O)CN2CCN(C)CC2)cc1COc1ccc(NC(C)=O)cc1
  Giardia kill: -1

COc1ccc(NC(=O)CSc2nnc3c(n2)[nH]c2ccc(S(=O)(=O)N(C)C)cc23)c(OC)c1
  Giardia kill: 9

CCOc1cccc(C2C=C(c3ccc4c(c3)OCO4)NC(c3ccc(Br)cc3)N2)c1O (centres undefined)
  Giardia kill: -14

CCCN1CNc2c(c(=O)[nH]c(=S)n2CCc2cc(Cl)ccc2Cl)C1
  Giardia kill: i

O=C(Nc1ccc([N+](=O)[O-])cc1Cl)c1cc(Br)ccc1O
  Giardia kill: ?

CCc1ccc2[nH]c(=O)c(CN(Cc3cccs3)Cc3nnnn3Cc3ccccc3)cc2c1
  Giardia kill: -20

NCCCN(Cc1ccccc1)c1ccc(Br)cn1
  Giardia kill: -29

CCOc1[nH]c(/N=C/c2ccccc2)c(C#N)c1C#N
  Giardia kill: ?

By substructure, the entries above with a cyano group.
N#Cc1nc(N(c2ccccc2)c2ccccc2)nc(-n2cccc2)n1
  Giardia kill: -21

N#CN=c1snc(-c2ccccc2)n1-c1ccc(Cl)cc1
  Giardia kill: 16

CCOC(=O)CSc1nc2cc(OC)c(OC)cc2cc1C#N
  Giardia kill: 17

CC1CC(C)CN(c2oc(-c3ccc(OCc4ccc(Cl)cc4)cc3)nc2C#N)C1 (centres undefined)
  Giardia kill: 25

N#Cc1nc(-c2ccc(OCc3ccccc3Cl)cc2)oc1N1CCC(C(N)=O)CC1
  Giardia kill: -7

CCCCCCCCCOC(=O)CNc1nc(C#N)nc(NCC(=O)OCCCCCCCCC)n1
  Giardia kill: -1

CCOc1[nH]c(/N=C/c2ccccc2)c(C#N)c1C#N
  Giardia kill: ?

(listing goes on)
Cc1ccc(C2NC(c3ccc4c(c3)OCO4)=CC(c3cc(Br)ccc3O)N2)cc1 (centres undefined)
  Giardia kill: 10

CCc1ccc(OCCCn2c(CCCNC(=O)C3CCCCC3)nc3ccccc32)cc1
  Giardia kill: -8

CS(=O)(=O)c1ccc(C(=O)OCC(=O)Nc2ccc(OC(F)(F)F)cc2)cc1[N+](=O)[O-]
  Giardia kill: 13

O=C1SC(Nc2ccccc2)C(=O)N1c1ccccc1 (centres undefined)
  Giardia kill: 10

O=S(=O)(c1ccccc1C(F)(F)F)N1CCN(c2nc(-c3ccccc3)nc3ccccc23)CC1
  Giardia kill: 5

O=[N+]([O-])c1ccc(Cl)c(S(=O)(=O)/N=C(/Sc2ccc(Br)cc2)c2ccccc2)c1
  Giardia kill: -20

CCOc1[nH]c(/N=C/c2ccc(OC)cc2)c(C#N)c1C#N
  Giardia kill: -1

Cc1ccc(CN(Cc2cc3cc(C)ccc3[nH]c2=O)Cc2nnnn2Cc2ccccc2)cc1
  Giardia kill: -18

COc1cccc(OCc2cc(C3Nc4ccccc4C(=O)N3Cc3ccccc3)ccc2OC)c1 (centres undefined)
  Giardia kill: -8

CCCN1CNc2c(c(=O)[nH]c(=S)n2CCc2c(OC)cccc2OC)C1
  Giardia kill: 1

O=C(Nc1cccc2cccnc12)c1c(Cl)cc(Cl)cc1Cl
  Giardia kill: -8

Cc1ccc(S(=O)(=O)N2CCN(c3nc(-c4ccncc4)nc4ccccc34)CC2)cc1
  Giardia kill: 8

Cc1ccc(S(=O)(=O)Nc2cccc3ccccc23)cc1
  Giardia kill: -6

O=c1[nH]cc(CCc2ccccc2)c2ncncc12
  Giardia kill: -18

COc1cccc(CCn2c(N)cc(=O)[nH]c2=S)c1OC
  Giardia kill: 4

COc1cc(OC)c(-c2nn3c(-c4cc(C)[nH]n4)nnc3s2)cc1OC
  Giardia kill: 11

O=S(=O)(c1cccc(F)c1)N1CCN(c2nc(-c3cccs3)nc3ccccc23)CC1
  Giardia kill: -17

O=S(=O)(c1ccc(F)cc1)N1CCN(c2nc(-c3ccc(F)cc3)nc3cc(Cl)ccc23)CC1
  Giardia kill: -1

Cc1ccc(-c2csc(NC(=O)C3CC(=O)N(c4ccc5c(c4)OCCO5)C3)n2)o1 (centres undefined)
  Giardia kill: -1

Cc1ccn2c(NCc3ccco3)c(-c3ccccc3)nc2c1
  Giardia kill: -2

COc1ccc(CCn2c(=S)[nH]c(=O)c3nccnc32)cc1OC
  Giardia kill: -17

Nc1ccc(NC(=O)c2cc(Cl)ccc2O)c(Cl)c1
  Giardia kill: -17

Cc1ccc(S(=O)(=O)N(C)CCCN(C)c2nc(-c3cccs3)nc3ccccc23)cc1
  Giardia kill: -25

Cc1ccc(C(=O)NCC(=O)OCC(=O)c2cccc3ccccc23)cc1
  Giardia kill: 8

COc1ccc(Br)cc1C1NC(c2ccc3c(c2)OCO3)=CC(c2cc(Cl)ccc2O)N1 (centres undefined)
  Giardia kill: 2

O=[N+]([O-])c1cccc(S(=O)(=O)N2CCN(c3nc(-c4ccccc4)nc4ccccc34)CC2)c1
  Giardia kill: -13

COc1ccc(C2Nc3ccccc3C(=O)N2Cc2ccccc2)cc1COc1ccc([N+](=O)[O-])cc1 (centres undefined)
  Giardia kill: -3

CCN(CC)c1nc(C#N)nc(OC)n1
  Giardia kill: -9

Cn1c(=S)[nH]c2cc(C(=O)N3CCN(C(=O)c4ccccc4)CC3)ccc2c1=O
  Giardia kill: 11

CCC(C)NC(=O)c1ccc2nc(-c3cccs3)c(-c3cccs3)nc2c1 (centres undefined)
  Giardia kill: 28

COc1ccc(C2Nc3ccccc3C(=O)N2c2ccc(Cl)cc2)cc1COc1ccc(NC(C)=O)cc1 (centres undefined)
  Giardia kill: 5

CCc1nnc(NC(=O)C2CCCN(C(=O)c3ccoc3)C2)s1 (centres undefined)
  Giardia kill: -10

O=C(Nc1ncc(Cc2ccccc2)s1)C1CCN(C(=O)c2ccco2)CC1
  Giardia kill: -18

COc1ccccc1S(=O)(=O)N1CCN(c2nc(-c3cccs3)nc3ccccc23)CC1
  Giardia kill: -11

CC(=O)c1nc(N2CCN(S(=O)(=O)c3ccc(C)cc3)CC2)c2ccccc2n1
  Giardia kill: 25

c1ccc(Cn2sc(=Nc3ccccc3)nc2-c2ccccc2)cc1
  Giardia kill: -8

COc1ccc2c(c1)c1nnc(SC)nc1n2Cc1ccccc1
  Giardia kill: 2

COc1ccc(CCn2c3c(c(=O)[nH]c2=S)CN(Cc2ccccc2)CN3)cc1OC
  Giardia kill: 4

O=C(Nc1cc(OC(=O)C(F)(F)F)c2nonc2c1OC(=O)C(F)(F)F)C(F)(F)F
  Giardia kill: -6

COc1cccc(OC)c1-c1nn2c(-c3n[nH]c4c3CCC4)nnc2s1
  Giardia kill: -13&-4

A portion from the list above, for reference:
COc1ccc2c(c1)c1nnc(SC)nc1n2Cc1ccccc1
  Giardia kill: 2

COc1ccc(CCn2c3c(c(=O)[nH]c2=S)CN(Cc2ccccc2)CN3)cc1OC
  Giardia kill: 4

Next part.
Cc1onc(-c2ccccc2Cl)c1C(=O)Nc1nnc(C2CCCCC2)s1
  Giardia kill: 5

C=CCn1c(SCC#N)nc2cc(Cl)ccc2c1=O
  Giardia kill: -28

NS(=O)(=O)c1ccc(NC(=O)CSc2nnc3c(n2)[nH]c2ccccc23)cc1
  Giardia kill: -21

Cc1ccc2[nH]c(=O)c(CN(Cc3ccccc3)Cc3nnnn3Cc3ccccc3)cc2c1
  Giardia kill: 14

COc1ccc(C(=O)N=c2nc(-c3ccccc3)n(-c3ccccc3)s2)cc1
  Giardia kill: 40[activator]

Nc1nc(NCc2ccc(Cl)cc2Cl)c2[nH]cnc2n1
  Giardia kill: 2&-22

Clc1nc(NCc2cccs2)c2[nH]cnc2n1
  Giardia kill: -3&-3

CCOc1ccc(S(=O)(=O)N2CCN(c3nc(-c4ccccc4)nc4ccccc34)CC2)cc1OCC
  Giardia kill: -4

O=C(CNC(=O)C1CCCCC1)OCC(=O)c1ccc([N+](=O)[O-])cc1
  Giardia kill: 83[activator]

Cc1cc(C)c2c(c1)C1C=CCC1C(C(=O)O)N2 (centres undefined)
  Giardia kill: 22

CCOC(=O)c1ccc(S(=O)(=O)N2CCN(c3nc(-c4cccs4)nc4ccccc34)CC2)cc1
  Giardia kill: 17

Cc1ccc2nc(-c3ccc(C)o3)c(Nc3ccccc3)n2c1
  Giardia kill: 4

O=S(=O)(c1ccc(Cl)cc1)N1CCN(c2nc(-c3ccc(F)cc3)nc3cc(Cl)ccc23)CC1
  Giardia kill: -3

Fc1ccc2[nH]c3c(NCc4ccco4)ncnc3c2c1
  Giardia kill: -11

O=C(Nc1cccc2cccnc12)c1cccs1
  Giardia kill: -22

O=C(CNC(=O)c1ccccc1)NCC(=O)OCC(=O)c1cccc2ccccc12
  Giardia kill: -17

COc1ccc(CNc2nc(N)nc3nc[nH]c23)cc1
  Giardia kill: -1&-7

CN(CCN(C)c1nc(-c2cccs2)nc2ccccc12)C(=O)OC(C)(C)C
  Giardia kill: -2

Cc1ccc(S(=O)(=O)N2CCN(c3nc(-c4cncnc4)nc4ccccc34)CC2)cc1
  Giardia kill: 17

O=S(=O)(O)c1c(NS(=O)(=O)c2ccccc2)ccc2ccccc12
  Giardia kill: 1

CCc1sc(-c2cc3ccccc3oc2=O)nc1-c1ccc(C)cc1
  Giardia kill: 17

CCOC(=O)N1CCN(C(=O)CN2C(=O)/C(=C\c3cccc(OC)c3)SC2=S)CC1
  Giardia kill: -18

C#CCSc1nc2ccccc2c(=O)n1CC=C
  Giardia kill: -18

Bioassay records: PubChem BioAssay, National Center for Advancing Translational Sciences (NCATS)
